GPR55 activation: GPR55 agonists via beta-arrestin recruitment, primary screen, imaging, U2OS cells, beta-arrestin-GFP redistribution (AID 1961) | 0.048% of 290,000 active | G-protein coupled receptor 55 (Homo sapiens) | one-dose activation, % at 10 µM; EC50 in µM for titrated hits | U2OS GPR55 beta-arrestin-GFP redistribution imaging; higher % means a stronger effect;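 active means activation above 40% with more than 50 cells counted in the well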;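 further: U2OS osteosarcoma cells stably expressing GPR55 and beta-arrestin-GFP; plate controls were DMSO negative control for no effect and LPI positive control for full effect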
HIV peptide binding: inhibitors of HIV fusion peptide binding, primary screen, biochemical, uHTS, fluorescence dequenching (AID 1986); cell-free peptide binding, fluorescence dequenching, 30 min; higher % means a stronger effect; inhibition, % at 20 µM; hits with a dose series show IC50 in µM; 0.3% of 290,000 active; in the data active means inhibition mostly above about 52%, no sharp cut-off; inactive means mostly below about 76%; further: some results filed as inactive read as strong as hits
KOR beta-arrestin-1: KOR agonists, beta-arrestin recruitment, primary screen, cell-based, luminescence, uHTS (AID 1777); 0.02% of 280,000 active; activation, % at 10 µM; hits with a dose series show EC50 in µM; Kappa-type opioid receptor (Homo sapiens); KOR beta-arrestin recruitment, luminescence; higher % means a stronger effect; in the data active means activation above about 50%, passing the limit was not always enough; further: a part of the inactive calls stands beside numbers as strong as those of hits
SV40 large T antigen: SV40 large T antigen inhibitors, biochemical (AID 1903); SV40 large T antigen ATPase/helicase inhibition assay; higher % means a stronger effect; one-dose inhibition, % at 20 µM; IC50 in µM for titrated hits; 0.39% of 310,000 active; in the data active means a potency from the dose series; further: strong numbers were not always called active
KOR beta-arrestin-2: KOR antagonists, beta-arrestin recruitment, cell-based, luminescence, uHTS (AID 1778); Kappa-type opioid receptor (Homo sapiens); KOR beta-arrestin recruitment, luminescence, antagonist mode; higher % means a stronger effect; inhibition, % at 10 µM, or IC50 in µM where a hit was titrated; 0.091% of 290,000 active; further: strong numbers were not always called active
GPR55 LPI antagonism: GPR55 antagonists blocking LPI-driven arrestin recruitment, primary screen, imaging, U2OS, beta-arrestin-GFP, LPI agonist (AID 2013) | U2OS GPR55 beta-arrestin-GFP translocation imaging, LPI antagonism; higher % means a stronger effect | inhibition, % at 10 µM, or IC50 in µM where a hit was titrated | 0.13% of 290,000 active;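 active means spots per cell inhibited over 60%, with over 100 cells counted and total cytoplasm intensity under 500,000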;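 further: U2OS cells stably carrying GPR55 and arrestin-GFP stimulated by 5 µM LPI near EC80; imaged beta-arrestin-GFP aggregate spots per cell after agonist stimulation; plate controls were LPI-stimulated DMSO wells for no effect and DMSO wells without LPI for full effect; some results filed as inactive read as strong as hits; confirmed hits need IC50 under 10 µM and bright autofluorescent wells are also inconclusive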
NOD1 inhibition: NOD1 signaling inhibitors, primary screen, cell-based, luminescence, uHTS (AID 1578); NOD1-driven NF-kB luciferase reporter cells, luminescence; higher % means a stronger effect; inhibition, % at 4 µM; hits with a dose series show EC50 in µM; 1% of 290,000 active; in the data active means inhibition mostly above about 36%, no sharp cut-off; inactive means mostly below about 34%;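 further: HEK-293T reporter cells stimulated with the NOD1 agonist gamma-tri-DAP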
Rac1 GTP hydrolysis: MgcRacGAP GTPase-activating activity inhibitors, confirmation, biochemical, ADP Hunter fluorescence | MgcRacGAP-stimulated Rac1 GTP hydrolysis, ADP Hunter fluorescence; higher % means a stronger effect; GST-tagged Rac1 F28L mutant substrate | inhibition, % at 30 µM, or IC50 in µM where a hit was titrated | 0.6% of 340,000 active | AID 624330, 2012;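 active means first-screen hits whose inhibition reached a set limit at any dose in the follow-up dose series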;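 further: fluorescence reports GDP produced by GAP-driven GTP hydrolysis; strong numbers were not always called active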
NOD2 inhibition: NOD2 signaling inhibitors, cell-based, luminescence, uHTS, HEK293 (AID 1566); 0.63% of 290,000 active; inhibition, % at 4 µM; hits with a dose series show EC50 in µM; HEK293 NOD2/NF-kB luciferase reporter, luminescence; higher % means a stronger effect; further: many of its hits are not listed in these tables
* marks the source's active call; other numbers are inactive results; . = not tested or not shown; [ ] = another dose, or the depositor's remark. Unless noted, no stated cut-off is given here; in the data, active means inhibition above about 50%; inactive means the rest. An excerpt, so the mix of outcomes need not match the whole.

SMILES	GPR55 activation	HIV peptide binding	KOR beta-arrestin-1	SV40 large T antigen	KOR beta-arrestin-2	GPR55 LPI antagonism	NOD1 inhibition	Rac1 GTP hydrolysis	NOD2 inhibition
O=C(CC1c2ccccc2Oc2ccccc21)NCc1ccco1	-0.1%	1.9%	-1.3%	3%	7%	16%	-10%	1%	0%
O=c1c2sc3nc(N4CCOCC4)c4c(c3c2nnn1Cc1ccccc1)CCCC4	-2.1%	-2.6%	1.3%	19%	15%	6%	28%	7%	13%
CC1(C)CC(NC(=O)c2sc3cc(Cl)ccc3c2Cl)CC(C)(C)N1	-0.1%	-1.1%	-3.1%	25%	-61%[20 µM]	5%	-18%	9%	6%
O=C(Nc1ccccc1O)N1c2ccccc2Sc2ccccc21	-0.2%	-1.1%	-2.7%	14%	9%	0%	12%	17%	21%
CCOC(=O)c1ccc(Nc2cc(C)nc(C)c2C(=O)OCC)cc1	-0.2%	-2.2%	-3.5%	13%	-21%	14%	-17%	9%	14%
CCCCC(=O)OCc1nc(N)nc(Nc2ccccc2C)n1	-0.3%	1.9%	16%	0%	-18%	-3%	-32%	1%	5%
Brc1ccc(N=Cc2ccccn2)cc1	0.2%	2.7%	3.0%	23%	22%	-8%	-58%	4%	-20%
COc1ccc(C(CCNCc2ccc(N(C)C)cc2)c2ccccc2OC)cc1 (configuration not stated)	0.6%	-1.3%	-6.2%	2%	-21%	25%	-4%	.	9%
CC(=O)Nc1nc(C(=O)O)cs1	0.0%	1.3%	2.5%	0%	-10%	14%	-54%	2%	-7%
O=C(NCCCn1ccnc1)C(=O)NCC(c1ccco1)N1CCN(c2ccc(F)cc2)CC1 (configuration not stated)	-0.2%	3.0%	-4.5%	9%	-19%	3%	-33%	10%	-7%
COC(=O)C(CC(C(=O)OC)C(=O)OC)C(=O)OC	0.1%	4.7%	1.3%	-4%	5%	-3%	.	10%	2%
O=C(CN1C(=O)c2ccccc2C1=O)Nc1cc([N+](=O)[O-])ccc1O	0.3%	0.5%	0.3%	5%	4%	9%	-39%	5%	7%

Further records follow:
SMILES	GPR55 activation	HIV peptide binding	KOR beta-arrestin-1	SV40 large T antigen	KOR beta-arrestin-2	GPR55 LPI antagonism	NOD1 inhibition	Rac1 GTP hydrolysis	NOD2 inhibition
Cc1ccc(NC(=O)CCC(=O)N2CCOc3ccccc32)c(Cl)c1	-0.1%	0.0%	-6.3%	19%	-12%[20 µM]	6%	37%	4%	12%
CCCCCCCC(=O)NNC(=O)CC(=O)Nc1ccccc1C(=O)O	-0.3%	2.7%	-3.3%	17%	-16%	-21%	-28%	5%	-4%
COc1ccc(C2c3c(ccc4ccccc34)Oc3ncn4nc(-c5ccco5)nc4c32)cc1 (configuration not stated)	0.1%	2.0%	-5.0%	10%	-24%	6%	15%	-4%	-7%
COC(=O)CCN(C(=O)c1cccc(OC(C)=O)c1)c1ccccn1	0.0%	0.2%	2.9%	7%	-23%	3%	2%	12%	-3%
Cc1cc(C)n(C/C=C/Cn2nc(C)cc2C)n1	-0.1%	0.1%	-2.4%	3%	11%	-5%	-5%	0%	4%
CCC(=O)OCc1c(C(F)(F)F)nn(C)c1Oc1cccc(C(F)(F)F)c1	-0.1%	-2.1%	4.3%	-2%	-16%	-2%	13%	8%	20%
C=CCn1c(-c2cccc(OC)c2OC)n[nH]c1=S	-0.3%	0.1%	-5.6%	7%	-8%	-4%	-37%	4%	2%
Cc1occc1-c1nnc(SCC(=O)Nc2ccccc2N2CCCCC2)n1C	-1.0%	20%	-2.9%	17%	-28%	0%	-2%	7%	4%
CCN(CC)CC(=O)Nc1sc2c(c1C(=O)c1ccccc1C)CCC2	0.4%	0.6%	.	7%	-83%[20 µM]	-6%	-36%	-4%	-11%
COc1cc(C(=O)N2CCN(c3ccccc3OC)CC2)c([N+](=O)[O-])cc1OC	-0.1%	-1.1%	.	7%	-7%[20 µM]	-2%	-35%	7%	0%
O=C(Cc1ccccc1Cl)NNC(=O)Nc1ccccc1	-0.2%	1.2%	-1.0%	14%	14%	15%	-31%	4%	-1%
CCCCOc1ccc(C(=O)CCN2CCOCC2)cc1	0.3%	1.0%	8.1%	0%	-56%	0%	-44%	10%	10%

Later entries:
SMILES	GPR55 activation	HIV peptide binding	KOR beta-arrestin-1	SV40 large T antigen	KOR beta-arrestin-2	GPR55 LPI antagonism	NOD1 inhibition	Rac1 GTP hydrolysis	NOD2 inhibition
O=C(O)c1ccc(Nc2ncnc3scc(-c4ccccc4)c23)cc1	0.2%	5.1%	1.5%	0%	-28%[20 µM]	3%	-63%	-4%	29%
COC(=O)c1cc(C(=O)OCC(=O)N(C)c2ccccc2)cc([N+](=O)[O-])c1	-0.1%	-0.1%	-1.3%	5%	-8%	2%	3%	5%	8%
COc1ccc(NC(=O)NCCN2CCN(c3cccc(Cl)c3)CC2)cc1	-0.3%	-0.5%	1.2%	10%	-34%	0%	-40%	2%	-10%
CNC(=O)NC(=O)C(C)OC(=O)c1c2c(nc3ccccc13)/C(=C/c1cccs1)CC2 (configuration not stated)	-0.1%	14%	-4.3%	21%	-10%	2%	-30%	7%	-34%
O=C(CNC(=O)Cn1ccc2ccccc2c1=O)NCCCN1CCN(c2cccc(Cl)c2)CC1	0.0%	-1.9%	15%	-6%	-25%	2%	10%	1%	-6%
COCCCN1CC(=O)N2C(c3ccc(OC)c(OC)c3)c3[nH]c4ccccc4c3C[C@H]2C1=O (some centres not stated)	-0.1%	-3.1%	-1.0%	1%	19%	1%	-2%	8%	1%
CCOC(=O)COc1ccc(S(=O)(=O)N2CCN(c3ccc(OC)cc3)CC2)cc1	-0.2%	-1.1%	-0.3%	9%	16%	9%	-2%	10%	11%
CCOP(C)(=O)C1(C(=O)OCc2ccccc2)CC1 (configuration not stated)	-0.3%	0.1%	12%	3%	-17%	3%	-33%	11%	-1%
Cc1cccc(NC(=O)c2ccc(COc3cccc4ccccc34)o2)n1	-0.3%	-2.9%	0.4%	10%	11%	2%	-21%	7%	20%
CC(=O)N1N=C(c2ccco2)CC1c1cc2ccc(C)cc2nc1Cl (configuration not stated)	0.0%	0.0%	-3.3%	12%	12%	-17%	-5%	3%	5%
COc1cc(/C=N/Nc2cc(C)nc(NS(=O)(=O)c3ccccc3)n2)ccc1O	-0.3%	-3.4%	2.6%	23%	14%	-17%	9%	38µM*	10%
C=CCNC(=O)c1ccc(CN(c2ccc(OCC)cc2)S(=O)(=O)c2ccc(C)cc2)cc1	0.0%	-0.8%	-1.5%	7%	-10%[20 µM]	5%	-4%	10%	-18%

Next results follow:
SMILES	GPR55 activation	HIV peptide binding	KOR beta-arrestin-1	SV40 large T antigen	KOR beta-arrestin-2	GPR55 LPI antagonism	NOD1 inhibition	Rac1 GTP hydrolysis	NOD2 inhibition
Cc1snnc1C(=O)NC(=S)Nc1ccccc1	-0.2%	-0.4%	1.2%	13%	8%	15%	-8%	10%	-3%
CCOC(=O)C1(C(F)(F)F)N=C(C(F)(F)F)Nc2ccccc21 (configuration not stated)	-0.2%	-3.4%	0.6%	5%	-6%	7%	2%	17%	10%
CC(C)COc1nc2ccccc2nc1N1CCN(C)CC1	0.4%	-0.9%	0.7%	4%	-37%	3%	-2%	10%	10%
CN1CC=C2C(C#N)=C(N)C(C#N)(C#N)[C@H](c3ccoc3)[C@H]2C1	-0.1%	0.3%	-0.2%	-6%	-6%	51%	-6%	9%	9%
O=C(OCC#CCSc1nnc(-c2cccc3ccccc23)o1)c1cccs1	0.2%	-0.1%	-2.0%	3%	2%	9%	-12%	-1%	10%
Cc1nc(C(=O)NCC(=O)c2ccc(Cl)cc2)c(C(F)(F)F)o1	0.0%	-0.8%	-0.5%	2%	0%	5%	2%	-8%	7%
COc1ccccc1NC(=O)CCC(=O)Nc1ccccc1OC	-0.2%	-0.5%	1.6%	-1%	13%	0%	.	1%	3%
O=C(CC1(O)C(=O)N(Cc2ccccc2Cl)c2ccccc21)c1ccco1 (configuration not stated)	0.0%	1.3%	-4.5%	5%	22%	8%	.	8%	5%
O=C(NCc1ccc(F)cc1)C1CCC(CNc2c(N3CCCCC3)c(=O)c2=O)CC1 (configuration not stated)	0.7%	0.4%	1.8%	7%	-6%	7%	-14%	12%	10%
COc1ccc(C2CN=NC2C(=O)c2ccccc2)cc1 (configuration not stated)	0.2%	1.2%	2.2%	.	10%	15%	-9%	4%	-8%
COc1ccc2[nH]c(=O)c(CN(Cc3cccs3)Cc3nnnn3C(C)(C)C)cc2c1	-0.2%	0.1%	0.2%	13%	19%	29%	-8%	0%	3%
O=C(CSc1nnc(-c2cccnc2)n1Cc1ccco1)NCc1ccc2c(c1)OCO2	0.6%	-0.4%	-0.1%	16%	2%	-12%	-7%	6%	10%

Later entries.
SMILES	GPR55 activation	HIV peptide binding	KOR beta-arrestin-1	SV40 large T antigen	KOR beta-arrestin-2	GPR55 LPI antagonism	NOD1 inhibition	Rac1 GTP hydrolysis	NOD2 inhibition
O=C(Nc1ccc(N2CCOCC2)cc1)NC1CCCCC1	-0.1%	-0.8%	4.2%	20%	-29%	-10%	-16%	15%	-4%
CN1CCN(C(=O)c2cc(-c3cccc(Cl)c3)on2)CC1	0.3%	-2.4%	-2.5%	0%	5%	24%	-38%	11%	-19%
Cc1cc(C)n2nc(SCC(=O)NCc3ccco3)nc2n1	-0.1%	-0.7%	4.4%	1%	-20%	-2%	-8%	9%	10%
COCC(C)NC(=S)NCCc1ccc(Cl)cc1Cl (configuration not stated)	-0.4%	-0.2%	-4.8%	22%	19%	-13%	-6%	-4%	-6%
Cc1ccccc1NC(=O)C(Cc1ccccc1)n1cccc1 (configuration not stated)	0.3%	-1.2%	6.0%	19%	46%	-10%	5%	-3%	-6%
CCOc1ccc(CN2CCNC(=O)C2CC(=O)NCCCC2CCCC2)cc1 (configuration not stated)	-0.1%	-0.6%	-2.1%	2%	10%	10%	-22%	6%	5%
COc1ccc2cc(C(=O)OC(C)C)sc(=O)c2c1OC	-0.3%	0.4%	-3.1%	12%	18%	9%	10%	14%	5%
CCCS(=O)(=O)C(=C(Nc1ccc(OC)cc1)Nc1ccc(OC)cc1)S(=O)(=O)CCC	0.1%	0.9%	3.6%	10%	26%	3%	-23%	11%	-1%
CC(C)C[C@H](NC(=O)N1CCn2c1nc1ccccc12)C(=O)NCC1CCCO1 (some centres not stated)	-0.2%	1.5%	.	19%	.	5%	-22%	-1%	11%

Bioassay records: PubChem, several laboratories
